# Source: PubChem (several laboratories)
# Myeloid diff MLP: induction of myeloid progenitor differentiation, primary screen, cell-based, flow cytometry, MLPCN library | ER-HoxA9 myeloid progenitors, lysozyme-GFP differentiation | calls only at 10 µM | actives 1% (n = 360,000);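 active means normalized GFP-positive differentiation at or above the plate's own cutoff, the solvent-only control mean plus 3 SD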;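 further: cells exposed to compound for four days before flow analysis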
# b-catenin transl: modulators of beta-catenin nuclear translocation, primary screen, imaging, HeLa cells, immunofluorescence, high-content; AID 1665, 2009; nuclear translocation activity, % at 5 µM; actives 0.3% (n = 190,000);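 active means nuclear translocation activity above 50% at 5 µM, with a well cell count of 50 or more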;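 further: per-cell ratio of nuclear to cytoplasmic median beta-catenin stain intensity; plate controls were DMSO negative control for no effect and GSK-3 inhibitor IX positive control for full effect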
#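 Test system: HeLa cells, endogenous beta-catenin; Compound: single 5 µM dose plus 0.02–20 µM confirmation series; Times: compound exposure 24 h at 37°C; Signal: fluorescence imaging of beta-catenin antibody stain plus DAPI; Read-out: % activation, nuclear-to-cytoplasmic median beta-catenin signal ratio per cell.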
# Hep lipid drop: inhibitors of hepatocyte lipid droplet formation, primary screen, imaging, high-throughput imaging, BODIPY stain | AML12 mouse hepatocytes, oleate lipid droplets | inhibition, % at 6.5 µM | actives 0.4% (n = 240,000) | AID 1656, 2009;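 active means lipid droplet intensity inhibited by at least 50%, with more than 500 cells counted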
#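 Test system: AML12 hepatocytes (mouse); reagent: oleate loading, 100 µM; dosing: one dose, 6.5 µM compound; incubation: overnight exposure; signal: fluorescence imaging, 20x objective, two fields per well; read-out basis: % inhibition of corrected integrated BODIPY droplet signal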
# Autophagy HCS: autophagy modulators in MEF cells, primary screen, imaging, high-content, MEF GFP-LC3; MEF GFP-LC3 puncta imaging; test concentration mostly 10 µM; calls only at 10 µM (by protocol); AID 463193, 2010; actives 0.98% (n = 190,000);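 active means percentage of spot-positive cells more than 3 SD above its plate mean, without a fluorescence outlier flag or 80% toxicity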;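 further: spot-positive cell cutoff set from DMSO-treated cells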
# WT yeast gro inh: growth inhibition of WT strain, primary screen, mitochondrial fusion inhibitor project, WT and mutant strains, chemical genetic; mitochondrial fusion phenotypic screen; inhibition, % at 10 µM; actives 2.1% (n = 190,000); AID 1362, 2008; in the data active means inhibition above about 58%; tested in S. cerevisiae
# Insulin prom up: insulin promoter activators in MIN6 cells, imaging, high-content screening, mouse beta cells | MIN6 insulin promoter-GFP reporter; stronger effect = higher value | z-score at 5 µM | actives 0.3% (n = 190,000);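 active means z-score above 3 at 5 µM with at least 500 cells counted in the well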
# T cell HTS: modulators of CD8 T cell-vesicle binding, primary screen, mouse 2C CD8+ T cells, flow cytometry; actives 0.068% (n = 330,000); AID 2052, 2009; calls only at 7 µM; 2C CD8+ T cell-vesicle binding; stronger effect = lower value;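 active means response, share of CD8 T cells binding vesicles, and their 90th percentile fluorescence all below set limits, cut at about 80% in these data, passing the limit was not always enough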
#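 Assay system – 2C mouse CD8+ T cells · Also added – QL9-loaded Drosophila micro-vesicles · Timing – Cell–vesicle co-incubation 1.5 h at 37 °C, staining 20 min on ice · Signal – flow cytometry of vesicle-bound cells · Measure – percent CD8+ FL2 mean versus row control · Controls – Peptide-free naked vesicles (low) and QL9 vesicles with 0.7% DMSO vehicle (high)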
# West Nile antiviral: West Nile virus antiviral activity, cell-based, CPE readout (AID 1621). actives 0.02% (n = 290,000). West Nile virus-infected cells, CPE inhibition; higher % means a stronger effect. CPE inhibition, % at 10 µM; hits with a dose series show IC50 in µM; in the data active means a potency from the dose series; further: strong numbers were not always called active
# MT stabilize HCS: microtubule stabilizers in HeLa cells, primary screen, imaging, high-content imaging; % tubulin-high responders, % at 10 µM; HeLa tubulin immunostaining HCS, 24 h; share of cells brighter than vehicle mean+2SD; actives 0.83% (n = 200,000); AID 2205, 2009;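 active means plate Z-score above 3 for both tubulin-high and condensed-nucleus cell shares, with cell loss under 80%, at 10 µM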;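 further: anti alpha tubulin signal scored within the nucleus-defined area of each cell; some results filed as inactive read as strong as hits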
# WT yeast gro inh mutant strain: recorded beside WT yeast gro inh, whose call it bears; inhibition, %; mitochondrial fusion phenotypic screen, mutant strain inhibition
# Insulin prom up cell count: recorded beside Insulin prom up, whose call it bears; cell count; measured here: cytotoxicity, nuclei count;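 total cells summed across four imaged fields per well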
# Hep lipid drop cells 6.5 µM: further read-out of Hep lipid drop, marked with its call; cell count; measured here: cell count, cytotoxicity flag;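 cells counted across two imaged fields per well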
# b-catenin transl cell count 5 µM: further read-out of b-catenin transl, marked with its call; cell count; measured here: cell count, cytotoxicity flag
# T cell HTS vesicle-bound %: recorded beside T cell HTS, whose call it bears; double positive events, %; measured here: CD8+ vesicle-bound cell fraction;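 binding gate set so that unloaded-vesicle control wells show 10% double positive cells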
# MT stabilize HCS Hoechst-high %: recorded beside MT stabilize HCS, whose call it bears; % Hoechst-high responders; measured here: nuclear condensation Hoechst responders;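 share of cells brighter than vehicle mean plus two SD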
# MT stabilize HCS cytotoxicity %: second read-out of MT stabilize HCS, no call of its own (marks repeat the call); toxicity, %; measured here: cytotoxicity by cell density;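 0% = mean cell density of plate MIN control wells and 100% = no cells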
# Autophagy HCS cell loss 18 h: second read-out of Autophagy HCS, no call of its own (marks repeat the call); toxicity, %; measured here: cell loss, nuclei count;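 cell loss after 18 h compound exposure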
# Myeloid diff MLP GFP+ MAC1+ %: also measured in Myeloid diff MLP; calls as there; GFP+ MAC1+ double positive, %; measured here: differentiation confirmed by MAC1 staining
# An asterisk follows results filed as active; i = inactive; . = not tested or not shown; + = active, no number; & = joins results of further samples.
no.	structure	Insulin prom up	Myeloid diff MLP GFP+ MAC1+ %	b-catenin transl	Myeloid diff MLP	Hep lipid drop	WT yeast gro inh mutant strain	Insulin prom up cell count	Autophagy HCS	T cell HTS vesicle-bound %	MT stabilize HCS cytotoxicity %	Hep lipid drop cells 6.5 µM	MT stabilize HCS	West Nile antiviral	T cell HTS	MT stabilize HCS Hoechst-high %	Autophagy HCS cell loss 18 h	b-catenin transl cell count 5 µM	WT yeast gro inh
1	CC1(C)Cc2cccc(OCC(O)CN3CCN(c4ccccn4)CC3)c2O1 (stereo unspecified)	.	0.2	0.6	i	1	4	.	i	.	15	685	1.6	-0.3%	.	2.4	3	1171	20
2	CC(C)[C@H](NC(=O)[C@H](CC(=O)O)NC(=O)[C@H](CCCCN)NC(=O)[C@@H](N)CCCN=C(N)N)C(=O)N[C@@H](Cc1ccc(O)cc1)C(=O)O	.	.	-0.3	.	4	-2	.	i	25	4.7	721	4.8	.	i	3.2	-31	612	1
3	C=CCn1c(SCC(N)=O)nnc1-c1cnccn1	-0.12	0.7	0.7	i	-30	.	1123	.	31	.	745	.	0.6%	i	.	.	1288	.
4	NC(=O)c1ccc(-n2c(CCC(=O)O)ccc2-c2cccs2)cc1	.	0.1	1.3	i	4	-6	.	i	42	3.3	726	2.8	0.5%	i	2.4	17	1043	-12
5	O=C(CN1C2=NCCCN2c2ccccc21)c1ccc2c(c1)OCO2	0.18	7.3	-4.5	i	.	-1	1039	i	27	0.6	.	6.2	-0.4%	i	2.6	7	1052	10
6	C[C@H](CCC(=O)NCC(=O)O)[C@H]1CC[C@H]2[C@@H]3[C@H](O)C[C@@H]4C[C@H](O)CC[C@]4(C)[C@H]3C[C@H](O)[C@]12C	.	2.4&2.0&1.9	.	i	6	.	.	.	65&22&24	.	759	.	0.0%	i	.	.	.	.
7	C#CCNC(=O)C1=C[C@@H](c2ccc(C(F)(F)F)cc2)C[C@@H](OCCCCO)O1	0.28	1.5	-0.6	i	-7	-2	1391	i	21	2.7	709	1.6	0.3%	i	0.9	23	1175	6
8	Cc1cc2nc(C)n(CCCN)c2cc1C	-0.38	0.4	0.0	i	.	-4	1749	i	26	0.3	.	2.3	-0.7%	i	1.3	-4	1378	-4
9	N#C/C(=C(\O)CCl)c1nnc2n1CCCCC2	-1.4	0.6	-0.3	i	10	53	758	i	29	9.4	813	1.6	-0.2%	i	1.5	-10	1075	-19
10	CCCCN(C(=O)CSc1nnc2ccccn12)c1c(N)n(Cc2ccccc2)c(=O)[nH]c1=O	0.44	1.2*	-0.5	+	1	23	1036	i	59	2.1	794	1.7	-0.5%	i	1.6	-1	444	-6
11	COc1ccc(-c2nc3ccc(N4CCN(C)CC4)cc3c(=O)[nH]2)cc1	-0.12	0.4	-1.8	i	8	-5	1602	i	66	8.8	579	4.4	0.7%	i	1.3	17	1004	1
12	Cc1ccc(N(Cc2cc3ccc(C)cc3[nH]c2=O)S(=O)(=O)c2ccccc2)cc1	.	1.0	.	i	-5	.	.	.	34	.	694	.	-0.3%	i	.	.	.	.
13	CCc1ccc(NC(=O)C(C)n2nc(C)c([N+](=O)[O-])c2C)cc1 (stereo unspecified)	-0.33	2.0	-1.4	i	-4	0	1494	i	41	2.8	676	2.7	0.3%	i	2.9	15	1072	-5
14	CCOC(=O)c1c(NC(=O)CSc2nnnn2C)sc(CC)c1C	-1.8	0.9	-6.0	i	.	7	1234	i	40	6.7	.	3.2	0.2%	i	2.8	-2	1007	9
15	COc1ccc(OC)c(NC(=O)CSc2nncc3ccccc23)c1	.	1.7	.	i	-7	.	.	.	20	.	688	.	-0.8%	i	.	.	.	.
16	COc1cccc(CNC(=O)CN2C(=O)COc3ccc(S(=O)(=O)N4CCOCC4)cc32)c1	.	4.6	.	i	-38	.	.	.	20	.	702	.	-0.2%	i	.	.	.	.
17	Cc1occc1C(=O)Nc1ccc(S(=O)(=O)N2CCN(C)CC2)cc1	1	9.3	-0.1	i	8	-53	1714	i	40	4.2	733	2.5	-0.1%	i	2.2	-5	1070	-12
18	O=C(/C=C/c1ccccc1)N/C(=C/c1ccccc1)C(=O)Nc1ccc(C(=O)O)cc1	-0.05	0.6	0.2	i	9	-9	1501	i	24	4.9	621	1.9	0.2%	i	3.5	-7	1151	-15
19	COc1ccccc1-c1n[nH]c(=S)n1N	0.68	0.1	-1.0	i	-15	0	1204	i	45	3.4	677	4.4	-0.1%	i	2.8	-7	1123	8
20	Cc1ccc(N2C(=O)C3C4C=CC(CNC(=S)N5CCN(c6ccccc6)CC5)(O4)C3C2=O)cc1 (stereo unspecified)	0.56	0.3	1.4	i	5	11	1231	i	38	5.9	712	3.0	-0.7%	i	2.9	13	1040	-14
21	Cc1c(NC(=O)C(C)N2C(=O)C3CCCCC3C2=O)c(=O)n(-c2ccccc2)n1C (stereo unspecified)	1.5	0.5	-2.4	i	-6	-8	1218	i	33	0.4	748	2.6	0.7%	i	2.2	-31	1117	-10
22	CCCCC(=O)NS(=O)(=O)c1ccc(NS(C)(=O)=O)cc1	-0.14	1.4	-1.1	i	0	-8	1310	i	48	10.0	734	1.7	0.9%	i	5.4	-1	567	-7
23	CC(C)CNC(=O)CSc1ccc(Cl)cc1	-0.37	0.6	.	i	13	11	930	i	46	3.7	796	2.3	0.1%	i	1.8	8	.	6
24	CCC(=O)N1CCN(c2nnc(-c3ccccc3)c3ccccc23)CC1	.	0.8	.	i	-11	.	.	.	14	.	685	.	-1.2%	i	.	.	.	.
25	NS(=O)(=O)c1ccc(NC(=O)c2c(F)cccc2Cl)cc1	.	0.7	-1.6	i	-13	.	.	.	19	.	625	.	-0.2%	i	.	.	1199	.
26	CC(=O)Nc1c2c(nn1-c1cccc(C)c1)CSC2	.	0.7	.	i	12	.	.	.	18	.	707	.	0.1%	i	.	.	.	.
27	CCC(C)N1C(=O)N(c2cccc(Cl)c2)C(C)(O)CC1(C)C (stereo unspecified)	.	0.9	.	i	-3	.	.	.	22	.	815	.	-0.9%	i	.	.	.	.
28	Cc1ccc(OCC(=O)N2CCN(C(=O)Cc3ccccc3)CC2)cc1	-0.67	0.6	-7.0	i	.	-7	1244	i	49	5.0	.	1.8	0.0%	i	1.3	-4	922	-13
29	O=c1/c(=C\c2ccc(F)cc2)sc2n1CCCN=2	-0.11	0.5	-2.7	i	-3	15	1251	i	43	6.8	702	6.1	-1.2%	i	2.9	-1	1127	8
30	Cc1ccccc1Cn1cc(NC(=O)c2cc(-c3ccco3)on2)cn1	0.57	0.3	-2.7	i	9	-10	1187	i	11	9.7	772	2.2	-0.9%	i	3.2	-5	1016	18

# A few values from the results shown:
# For Myeloid diff MLP GFP+ MAC1+ %, CCC(C)N1C(=O)N(c2cccc(Cl)c2)C(C)(O)CC1(C)C (stereo unspecified) is listed with 0.9
# For Hep lipid drop, COc1ccccc1-c1n[nH]c(=S)n1N is listed with -15
# For West Nile antiviral, CC(C)CNC(=O)CSc1ccc(Cl)cc1 is listed with 0.1%

# Continued.
no.	structure	Insulin prom up	Myeloid diff MLP GFP+ MAC1+ %	b-catenin transl	Myeloid diff MLP	Hep lipid drop	WT yeast gro inh mutant strain	Insulin prom up cell count	Autophagy HCS	T cell HTS vesicle-bound %	MT stabilize HCS cytotoxicity %	Hep lipid drop cells 6.5 µM	MT stabilize HCS	West Nile antiviral	T cell HTS	MT stabilize HCS Hoechst-high %	Autophagy HCS cell loss 18 h	b-catenin transl cell count 5 µM	WT yeast gro inh
31	c1ccc(-n2ncc3c(NCc4ccccn4)ncnc32)cc1	0.42	1.1	.	i	14	6	1477	i	58	7.6	524	1.9	1.1%	i	3.1	5	.	1
32	CCCCc1c(O)nc(SCC(=O)N2CCCCC2)n(-c2ccccc2C)c1=O	0.11	0.7	0.6	i	8	-8	1260	i	9	5.0	774	4.2	0.0%	i	2.1	9	1175	-6
33	O=C(COc1ccc2c3c(c(=O)oc2c1)CCC3)N[C@@H](Cc1ccccc1)C(=O)O	.	2.8	.	i	4	.	.	.	35	.	723	.	0.1%	i	.	.	.	.
34	N#Cc1c2n(c3c(N)ncnc13)CCCCC2	-0.23	0.3	-0.5	i	4	.	1061	.	52	.	736	.	-0.8%	i	.	.	1355	.
35	O=C(C1CCC1)N1CCN(c2ccc(Cl)cc2)CC1	.	0.6	.	i	-11	.	.	.	58	.	777	.	-1.1%	i	.	.	.	.
36	Cc1nnc(N2C(=O)C(O)=C(C(=O)c3ccco3)C2c2ccc(C(C)(C)C)cc2)s1 (stereo unspecified)	0.15	1.2*	-2.0	+	43	-7	1207	i	16	20	732	1.7	0.0%	i	2.1	-3	1170	8

# Reformatted: results already given
31	c1ccc(-n2ncc3c(NCc4ccccn4)ncnc32)cc1
5	O=C(CN1C2=NCCCN2c2ccccc21)c1ccc2c(c1)OCO2

Assay by compound	31	5
Insulin prom up	0.42	0.18
Myeloid diff MLP GFP+ MAC1+ %	1.1	7.3
b-catenin transl	.	-4.5
Myeloid diff MLP	i	i
Hep lipid drop	14	.
WT yeast gro inh mutant strain	6	-1
Insulin prom up cell count	1477	1039
Autophagy HCS	i	i
T cell HTS vesicle-bound %	58	27
MT stabilize HCS cytotoxicity %	7.6	0.6
Hep lipid drop cells 6.5 µM	524	.
MT stabilize HCS	1.9	6.2
West Nile antiviral	1.1%	-0.4%
T cell HTS	i	i
MT stabilize HCS Hoechst-high %	3.1	2.6
Autophagy HCS cell loss 18 h	5	7
b-catenin transl cell count 5 µM	.	1052
WT yeast gro inh	1	10
